Assay outcomes deposited in PubChem BioAssay by Sanford-Burnham Center for Chemical Genomics.
A3G deaminase – APOBEC3G DNA deaminase inhibitors, primary screen, biochemical, fluorescence, single-stranded DNA substrate, uHTS; AID 493012, 2011; inhibition, % at 20 µM; recombinant A3G, ssDNA deamination FAM/TAMRA fluorescence; 0.28% of 330,000 active;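 active = inhibition of at least 40% at 20 µM, with no more than 30% in the related APOBEC3A deaminase screen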;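 note: plate controls were DMSO wells with A3G for no effect and wells lacking A3G enzyme for full effect; some compounds called inactive have numbers as strong as hits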
A3A deaminase – APOBEC3A ssDNA deaminase inhibitors, primary screen, selectivity assay for APOBEC3G inhibitor project, biochemical, FAM/TAMRA oligo cleavage fluorescence; DNA dC->dU-editing enzyme APOBEC-3A (Homo sapiens), P31941; recombinant A3A, FAM/TAMRA ssDNA deamination fluorescence; inhibition, % at 20 µM; 0.41% of 330,000 active;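 active = at least 40% inhibition at 20 µM here, with at most 30% in a related deaminase screen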;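 note: plate controls were A3A with DMSO for no effect and wells lacking A3A enzyme for full effect; some results filed as inactive read as strong as hits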
Target sequence (P31941 whole entry, looked up): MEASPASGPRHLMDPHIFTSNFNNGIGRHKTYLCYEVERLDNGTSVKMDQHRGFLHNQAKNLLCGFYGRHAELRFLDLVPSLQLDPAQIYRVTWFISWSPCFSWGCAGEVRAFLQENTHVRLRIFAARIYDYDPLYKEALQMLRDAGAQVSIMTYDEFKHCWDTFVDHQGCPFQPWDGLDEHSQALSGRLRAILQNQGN
hIAP activ – human IAP activators, primary screen, biochemical, luminescence, uHTS | activation factor at 10 µM | AID 2524, 2010 | Intestinal-type alkaline phosphatase (Homo sapiens), P09923 | 0.16% of 330,000 active | purified human IAP, CDP-Star luminescence, 30 min; hits give high values; 1 = vehicle-only enzyme, 0 = enzyme-free background;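 active = activation factor of the enzyme at least 2-fold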; note: the source names both 10 and 20 µM as test concentration; values of inactives mirror those of a sister screen read the other way
Target sequence (P09923 whole entry, looked up): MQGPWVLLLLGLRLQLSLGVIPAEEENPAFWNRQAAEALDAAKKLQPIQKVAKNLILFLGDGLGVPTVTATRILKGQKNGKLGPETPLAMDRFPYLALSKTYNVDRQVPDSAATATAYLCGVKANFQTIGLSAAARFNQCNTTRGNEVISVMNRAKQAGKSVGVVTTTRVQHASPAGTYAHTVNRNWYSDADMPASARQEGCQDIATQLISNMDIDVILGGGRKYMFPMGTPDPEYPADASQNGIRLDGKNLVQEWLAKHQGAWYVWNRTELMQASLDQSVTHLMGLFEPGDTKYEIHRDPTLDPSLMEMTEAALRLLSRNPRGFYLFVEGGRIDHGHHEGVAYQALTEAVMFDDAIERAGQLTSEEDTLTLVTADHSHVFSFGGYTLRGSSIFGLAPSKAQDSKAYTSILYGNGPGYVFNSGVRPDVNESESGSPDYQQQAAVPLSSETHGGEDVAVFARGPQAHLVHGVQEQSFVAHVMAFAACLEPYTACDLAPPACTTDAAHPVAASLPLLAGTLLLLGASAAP
hIAP block – human IAP inhibitors, primary screen, biochemical, luminescence, uHTS. Intestinal-type alkaline phosphatase (Homo sapiens), P09923. purified IAP, CDP-Star luminescence, 30 min. inhibition, % at 10 µM. 0.12% of 330,000 active. AID 2544, 2010;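 active = inhibition reaching a set limit with compound at 10 µM in the primary screen, cut at about 35% in these data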;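 note: plate controls were DMSO wells with enzyme for no effect and no-enzyme buffer wells for full effect; values of inactives mirror those of a sister screen read the other way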
mIAP act – activators of mouse IAP, primary screen, biochemical, luminescence, uHTS; intestinal alkaline phosphatase [Mus musculus]; muIAP, CDP-Star luminescence, 30 min; hits give high values; 1 = vehicle-only enzyme signal, 0 = enzyme-free wells; activation factor at 10 µM; 0.24% of 330,000 active; AID 2805, 2010;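 active = activation factor of at least 2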; note: the source names both 10 and 20 µM as test concentration; values of inactives mirror those of a sister screen read the other way
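also added = chemiluminescent substrate CDP-Star | test system = mouse IAP enzyme | signal = chemiluminescence readout | compound = DMSO-dissolved test compounds | incubation = 30 min at room temperature | benchmarks = DMSO wells, no-enzyme wells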
NALP3 yeast inh – NALP3 inflammasome inhibitors in reconstituted yeast, primary screen, luminescence, uHTS | Yeast reconstituted NLRP3/ASC/caspase-1, beta-gal luminescence, 24 h | inhibition, % at 10 µM | 0.39% of 330,000 active | AID 2825, 2010;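 active = inhibition of 50% or more; inactive = inhibition below 50%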;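 note: plate controls were induced DMSO wells for no effect and uninduced yeast grown without galactose for full effect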
mIAP block – inhibitors of mouse IAP, primary screen, biochemical, luminescence, uHTS; intestinal alkaline phosphatase [Mus musculus]; purified mouse IAP, CDP-Star luminescence, 30 min; inhibition, % at 10 µM; 0.2% of 330,000 active;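 active = inhibition of at least 40% at 10 µM in the primary screen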;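 note: plate controls were DMSO with enzyme for no effect and no enzyme wells for full effect; values of inactives mirror those of a sister screen read the other way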
beta cell repl – inducers of MIN6 beta-cell proliferation, primary screen, ATP luminescence, uHTS; proliferation, % at 10 µM; MIN6 cells proliferation, ATPlite luminescence, 48 h; cells starved in 0.2% serum; 100% = growth in 10% serum; 0.29% of 330,000 active;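 active = compounds whose signal lies at least 3.5 SD above the mean of all wells on their plate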;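 note: 0% = DMSO-treated cells in low-serum medium and 100% = 10% serum control; some compounds called inactive have numbers as strong as hits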
SENP1 FRET inh – human SENP1 catalytic domain inhibitors, primary screen, biochemical, FRET, uHTS; recombinant SENP1 catalytic domain, CyPet-SUMO1-YPet FRET cleavage; 0.21% of 360,000 active; AID 624204, 2012; inhibition, % at 10 µM;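 active = inhibition at least 30% at 10 µM, raw YFP signal under a set limit, fluorescence ratio 0.5 to 1.5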;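 note: 0% = enzyme with DMSO and 100% = no enzyme wells; some results filed as inactive read as strong as hits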
Target sequence (Q9P0U3 419-644 limits assumed): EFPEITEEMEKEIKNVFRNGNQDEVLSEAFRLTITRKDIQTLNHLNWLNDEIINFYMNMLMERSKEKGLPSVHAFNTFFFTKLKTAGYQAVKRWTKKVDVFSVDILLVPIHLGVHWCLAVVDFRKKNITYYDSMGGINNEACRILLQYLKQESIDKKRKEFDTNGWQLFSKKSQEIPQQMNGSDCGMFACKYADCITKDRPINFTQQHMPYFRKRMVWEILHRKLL
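Assay system – human recombinant His6-tagged SENP1 catalytic domain enzyme · Input – SENP1 enzyme, 20 pM final · Buffer or medium – Tris pH 8 buffer plus EDTA, NaCl, BME, BSA, NP40, catalase · Schedule – 50 min reaction at room temperature · Technique – FRET read of cyan and yellow fluorescence · Control set – no-enzyme wells low, DMSO-plus-enzyme wells high control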
* = called active by the depositor. Only part of the results is shown, so the mix of outcomes need not match the whole.

SMILES	A3G deaminase	A3A deaminase	hIAP activ	hIAP block	mIAP act	NALP3 yeast inh	mIAP block	beta cell repl	SENP1 FRET inh
CCN(CC)S(=O)(=O)c1ccc(N2CCOCC2)c(NC(=O)C2CSC3(C)CCC(=O)N23)c1 (configuration not stated)	-5	4	1.3	-26	0.97	14	2	10	9
Cc1ccc(S(=O)(=O)N2CCN(CC(=O)N/N=C\c3cccnc3)CC2)cc1	1	7	0.81	19	0.89	24	11	0	1
CCC1=C(OC(=O)N(CC)CC)N2C(=O)OC(=NCC3CC3)[C@]2(C)[C@H]2C1=CC[C@H]1C(=O)NC(=O)[C@H]12	16	5	1	-3	0.98	5	2	-4	1
CC(C)/C=C/C(=O)N1CCCC(N2CCN(c3ccccc3F)CC2)C1 (configuration not stated)	-1	0	1.1	-13	1.1	19	-6	-3	1
CC1=NN(C(N)=S)C(=O)C1N=Nc1cccc(Cl)c1 (configuration not stated)	-7	2	1	-4	0.83	27	17	-1	1
C/C(=N\O)c1ccn(S(=O)(=O)c2ccc(Cl)cc2)c1	-1	-1	1.2	-19	1.1	-39	-7	0	0
N#C/C(=C\c1ccccc1)C(=O)NNS(=O)(=O)c1ccc(Br)cc1	-9	-6	0.99	1	0.74	1	26	-3	0
COc1ccccc1CNc1ncnc2c1nnn2Cc1ccccc1	-2	-1	1.1	-8	1	11	0	-3	0
COc1ccc2cc(C(=O)C3CCCN(C(=O)c4cncs4)C3)ccc2c1 (configuration not stated)	-3	-3	1.4	-40	0.99	23	1	4	-1
N#C/C(=C\c1ccccc1)C(=O)N(c1ccccn1)C1CCCCC1	-8	2	0.99	1	1.1	29	-5	-2	-1
CC(C)OCCCNC(=O)COCC(=O)Nc1ccc(OCCc2ccccc2)cc1	-2	-2	0.84	16	0.98	15	2	-3	0
Cc1ccsc1C(=O)OCC(=O)NC1CCCC(C)C1C (configuration not stated)	-3	-1	1.1	-6	0.98	14	2	-4	0
COc1ccc(C2/C(=C(/O)c3ccc4c(c3)CC(C)O4)C(=O)C(=O)N2Cc2cccnc2)cc1 (configuration not stated)	9	-3	0.9	10	0.98	1	2	-4	1
CCc1ccc(NC(=S)N2CCN(c3cccc(OC)c3)CC2)cc1	-7	-4	1.1	-13	1.1	28	-12	-1	9
CCOCCCNC(=O)CCn1nc(-c2ccc(Cl)cc2)ccc1=O	-2	-2	1.2	-20	1	17	-1	1	-1
CCN1C(=O)[C@@H]2[C@@H](c3ccc(-c4ccc(OC)cc4)cc3)N3CCCC[C@@]3(C(=O)OC)[C@@H]2C1=O	-8	1	0.8	20	1.1	21	-9	-6	-6
COc1ccccc1N(CC(=O)N(c1ccccc1)C(C)C)S(=O)(=O)c1cccs1	-3	2	1.2	-16	1	7	0	1	1
COc1ccc(C(=O)CCS(=O)(=O)c2ccc(C)cc2)cc1	-10	-5	1	-1	1	5	-2	-7	0
O=C1N/C(=N/c2ccccn2)SC1Cc1ccccc1 (configuration not stated)	-1	2	1.2	-20	0.9	-4	10	-2	2
Cc1nn(Cc2ccc(F)cc2)c2sc(C(=O)Nc3ccccc3N3CCOCC3)cc12	-1	0	0.98	2	0.92	16	8	3	0
Cc1ccccc1NC(=O)CSc1ccc2nnc(-c3ccccn3)n2n1	-4	0	1	-4	0.92	6	8	4	2
CN(C)CCN1C(=O)c2oc3ccccc3c(=O)c2C1c1ccc(F)cc1 (configuration not stated)	-3	2	1.1	-13	0.98	11	2	-1	1
O=C(O)c1cccc(Nc2cc(Cl)c3nonc3c2[N+](=O)[O-])c1	-1	1	0.83	17	0.85	31	15	-3	1
Cc1ccc(NC(=O)CN2CCCC2c2cccn2C)c(Br)c1 (configuration not stated)	-7	-3	0.96	4	1	20	0	-4	-2
Cc1ccc(C)c(-c2cc(C(=O)Nc3sc(C)c(C)c3C(N)=O)c3ccccc3n2)c1	-9	-2	0.91	9	0.77	6	23	-6	-15
CC1(C)CC(=O)C2=C(C1)OC(N)=C([N+](=O)[O-])C2c1ccc(C#N)s1 (configuration not stated)	-8	12	1.1	-10	0.91	9	9	-7	-5
Cc1ccc(S(=O)(=O)c2nc(Nc3nccs3)sc2Cl)cc1	-2	-2	0.92	8	0.86	5	14	-5	13
CCOC(=O)c1c(C)sc2c1N(C(=O)CN1CCOCC1)c1cc(Cl)ccc1S2	-1	-2	1.3	-34	1	6	-2	-3	0
NS(=O)(=O)c1ccc(CCNC(=O)CCc2nc3ccccc3s2)cc1	-8	-3	1.1	-9	0.98	16	2	0	0
CCOC(=O)NC(NCc1ccccc1)(C(F)(F)F)C(F)(F)F	0	-1	0.85	15	1	17	-4	0	1
CNCCOc1ccc(Cl)c(Cl)c1	-5	-3	1.1	-15	1	17	0	-2	2
O=C(CNC(=O)c1ccccc1F)OCC(=O)N1CCCc2ccccc21	-5	0	0.9	10	0.92	6	8	0	2
Cc1ccc(N2CC(C(=O)N3CCC(C(=O)Nc4nncs4)CC3)CC2=O)cc1 (configuration not stated)	-13	-4	0.84	16	0.97	18	3	1	2
CC[C@@H](C)[C@@H](C(=O)N1CCN(C(=O)OC(C)(C)C)CC1)n1cc(CCCCNC(=O)OC(C)(C)C)nn1	-11	-3	0.93	7	1	11	0	1	1
O=C(NC(=O)c1ccc(Cl)cc1)OC1CCCCC1	-5	2	0.89	11	0.99	-10	1	0	0
O=C(Cc1nc2ccccc2[nH]1)N/N=C/c1ccccc1	-4	-2	1.2	-22	0.82	13	18	2	-7
CCOC(=O)c1sc2nc(C)nc(SC(C)C(=O)N(C)c3ccccc3)c2c1C (configuration not stated)	-4	0	0.94	6	0.92	19	8	-1	2
CN1CCN(C(=O)C2CCC(=O)N(CCc3cccc(F)c3)C2)CC1 (configuration not stated)	-3	0	0.98	2	1	-5	-3	-1	1
COc1ccc(NS(=O)(=O)c2ccc(C)c(C(=O)NCCCN3CCCC3=O)c2)cc1	-6	-2	0.96	4	1	8	0	-2	0
CC(=O)Nc1ccc2nc(CN3CCN(CC=C(C)C)C(CCO)C3)ccc2c1 (configuration not stated)	-2	0	1	0	0.94	-4	6	-2	-6
COc1ccc(C(=O)NCCc2ccc(S(N)(=O)=O)cc2)cc1OC	0	0	0.98	2	1.2	-6	-16	-2	2
N/C(=N\O)c1ccc(N2CCN(c3ncccc3C(F)(F)F)CC2)nc1	-1	2	1.1	-14	1.1	30	-7	1	0
Cc1ccc(C(=O)NNC(=O)c2cccc(Br)c2)cc1	0	-3	0.68	32	1	-14	-4	-5	0
CC1=NC(C)(C)Cc2c(C)cccc21	-4	-4	1	0	1	16	-3	-1	0
Cc1ccc(F)cc1NC(=O)CN1C(=O)NC2(CCCc3ccccc32)C1=O (configuration not stated)	-2	4	1.1	-10	1	23	-4	5	1
O=C(CCNC(=O)C1CCN(S(=O)(=O)c2ccccc2)CC1)NCc1ccccc1Cl	-3	-2	1.3	-31	1	5	-3	3	1
CC(C)CC1Nc2ncnc(N3CCN(c4ccccc4)CC3)c2N(Cc2ccc(Cl)cc2)C1=O (configuration not stated)	-6	-4	0.97	3	0.95	0	5	-8	-5
COc1ccc(C2Nc3ccccc3C(=O)N2NC(=O)c2ccccc2)cc1OC (configuration not stated)	-2	-1	0.94	6	0.92	12	8	-2	-1
COc1ccc(/C=N/NS(=O)(=O)c2ccccc2)cc1OS(=O)(=O)c1ccccc1	0	-3	0.97	3	1.1	6	-6	-4	-1
COc1ccc(NC(=O)C2CCN(S(C)(=O)=O)CC2)cc1	-5	-1	0.92	8	0.98	16	2	3	0
(cont.)
SMILES	A3G deaminase	A3A deaminase	hIAP activ	hIAP block	mIAP act	NALP3 yeast inh	mIAP block	beta cell repl	SENP1 FRET inh
O=C(/C=C/c1c(Cl)cccc1Cl)Nc1ccncc1	-7	-2	0.94	6	0.9	6	10	-3	0
CCOC(=O)c1c(NC(C)=O)sc(/C(C)=N/Nc2ccc(C(=O)O)cc2)c1C	-6	-4	1	-1	1	-4	-2	-4	-11
Clc1ccc(COc2ccccc2CNCc2cccnc2)cc1	-6	-3	0.92	8	0.96	3	4	1	-1
CN1CCN(C(CNS(=O)(=O)c2ccc(Br)cc2)c2ccc3c(c2)OCO3)CC1 (configuration not stated)	-12	-4	0.96	4	0.99	1	1	1	1
COc1ccc(C(=O)Nc2ccc3ccccc3c2)cc1OC	-5	-2	0.98	2	1.1	13	-9	-3	0
Cc1ccc(-n2nnnc2-c2cccnc2)cc1	8	9	0.96	4	0.92	0	8	-1	2
O=C(Nc1nc2c(s1)CCCC2)c1ccc(N2C(=O)CCC2=O)cc1	-3	-1	1.1	-13	0.95	18	5	-2	1
Cc1sc2nc(CSc3nnc(Cc4cccs4)n3C3CCCCC3)[nH]c(=O)c2c1C	2	3	1	-4	0.82	17	18	-2	9
COc1ccc(S(=O)(=O)N2CCc3ccccc32)cc1C(=O)NCCc1ccc(S(N)(=O)=O)cc1	-1	6	0.96	4	0.92	-5	8	1	2
COc1ccc(/C=C2\N=C(C)OC2=O)cc1[N+](=O)[O-]	-8	-3	0.86	14	0.99	2	1	3	-1
C=CCn1c(SCC(=O)N2CCOCC2)nc(O)c(Cc2ccccc2)c1=O	1	-2	1.2	-23	1.1	-6	-5	-2	3
Cc1ccccc1S(=O)(=O)Cc1ccc(C(=O)NCc2cccs2)o1	-2	1	0.96	4	0.97	3	3	4	-2
Cc1c(C(=O)NCC(C)(C)N2CCOCC2)oc2ccccc12	-10	-6	1	-1	0.92	9	8	3	0
Cc1ccc(OC(C)C(=O)N2CCCc3ccccc32)cc1 (configuration not stated)	-5	-1	0.8	20	0.98	1	2	1	1
S=C(NCCc1cccc(Cl)c1)NCc1ccccc1	-2	-2	1.3	-29	1.5	14	-47	-3	2
Cc1cccc(N(CC(=O)NCc2ccco2)C(=O)CCC(=O)Nc2ccccn2)c1C	-1	2	0.96	4	0.97	25	3	-2	1

Quoted from the listing:
NALP3 yeast inh, Cc1ccccc1S(=O)(=O)Cc1ccc(C(=O)NCc2cccs2)o1 reads 3
NALP3 yeast inh, C=CCn1c(SCC(=O)N2CCOCC2)nc(O)c(Cc2ccccc2)c1=O reads -6
mIAP block, Cc1ccc(OC(C)C(=O)N2CCCc3ccccc32)cc1 (configuration not stated) reads 2
